mcGAS lum: cyclic GMP-AMP synthase inhibitors, mouse, primary biochemical chemiluminescence; Q8C6L5; recombinant cGAS, Kinase-Glo ATP depletion luminescence; inhibition, % at 12.5 µM; hit rate 0.15% among 160,000; AID 1259399, 2018;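 also: 0% = negative control wells and 100% = reference inhibitor with no enzyme activity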
NPYLR7 ag: agonists of mosquito NPYLR7 receptor, primary screen, cell-based, Aedes aegypti, calcium fluorescence, mosquito biting behavior. activation, % at 10 µM. AID 1259423, 2018. HEK293T NPYLR7/Galpha15, GCaMP6s calcium fluorescence. Aedes aegypti neuropeptide Y-like receptor 7 (NPYLR7). hit rate 0.15% among 270,000; in the data active = activation above about 40%;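 also: 0% = vehicle and 100% = reference agonist at the receptor; some compounds past the cut are filed as inactive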
hcGAS lum: Primary biochemical luminescence assay for human cyclic GMP-AMP synthase inhibitors; inhibition, % at 12.5 µM; hit rate 0.081% among 290,000; Q8N884; recombinant h-cGAS, ATP depletion, Kinase-Glo luminescence;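 also: 0% = vehicle reaction and 100% = reaction without DNA for no activity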
Target sequence (Q8N884 whole entry, looked up): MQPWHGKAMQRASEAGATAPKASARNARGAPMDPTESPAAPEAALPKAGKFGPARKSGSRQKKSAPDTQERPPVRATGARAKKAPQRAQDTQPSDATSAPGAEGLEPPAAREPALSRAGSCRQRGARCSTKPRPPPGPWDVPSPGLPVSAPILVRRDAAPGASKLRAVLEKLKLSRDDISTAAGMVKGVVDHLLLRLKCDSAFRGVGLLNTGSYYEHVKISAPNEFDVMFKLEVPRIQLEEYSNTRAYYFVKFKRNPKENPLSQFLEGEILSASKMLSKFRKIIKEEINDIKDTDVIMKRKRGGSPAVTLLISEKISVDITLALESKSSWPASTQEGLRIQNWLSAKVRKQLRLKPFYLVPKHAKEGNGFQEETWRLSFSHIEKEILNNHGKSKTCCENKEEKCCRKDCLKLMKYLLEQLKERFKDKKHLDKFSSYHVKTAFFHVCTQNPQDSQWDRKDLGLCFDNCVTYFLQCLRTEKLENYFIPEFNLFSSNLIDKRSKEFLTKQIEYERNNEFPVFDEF
An asterisk follows results filed as active; . = no result given; & = joins results of further samples. Rule as the data show it, unless noted: active = inhibition above about 40%; inactive = the rest.

SMILES	mcGAS lum	NPYLR7 ag	hcGAS lum
CCOC(=O)c1cnc(-c2ccc(C(F)(F)F)cc2)nc1NC(CC)COC (stereo not given)	-1	-1	-3
O=C1CCC2(CCN1)CCN(c1ncnc3[nH]ccc13)CC2	.	9	-5
S=C(N=P(c1ccccc1)(N1CCOCC1)N1CCOCC1)NCc1cn2ccsc2n1	-5	7	-4
Cc1cccc(-c2ncc(CN(C)Cc3ccc4nsnc4c3)cn2)c1	.	1	7
Cc1nc(C)c(Cc2c(F)cccc2Cl)c(N2CCN(C(=O)c3ccco3)CC2)n1	-10	2	-9
NC(=O)CSc1nc(=O)n(CC2CCCO2)c2c1CCCC2 (stereo not given)	-8	-3	-10
Cc1ccccc1C(NC(=O)N1CCS(=O)(=O)CC1C)C(C)C (stereo not given)	.	8&7	-6&-6
CCOc1ccccc1N1CCN(C(=O)c2csc(CSc3nnc(Cc4ccccc4)n3-c3cccc(C(F)(F)F)c3)n2)CC1	0	0	1
Cc1nc(C(C)N(C)C(=O)C(C)(C)N2CCOCC2)c(C)s1 (stereo not given)	-1	.	-5
CC(=O)N[C@@H]1[C@@H](O[C@H](C)C(=O)O)[C@H](O)[C@@H](CO)O[C@@H]1O	.	-4	-5
CC1(C(=O)NS(C)(=O)=O)CCN1C(=O)Cc1ccc(Cl)cc1Cl (stereo not given)	-2	-4	-4
COc1ccc(-c2cc3c(=O)[nH]nc(SCc4ccc(N5CCCC5=O)cc4)n3n2)cc1OC	-7	-3	-5
O=C(c1ccno1)N1CCN(c2nccc(-c3ccc(Oc4ccccc4)cc3)n2)CC1	-9	21	-6
CCCCCCCC(=O)N1CCCN(c2nc(Cc3ccccc3)nc3c2c(C)nn3-c2ccccc2)CC1	-10	.	-12
COc1ccc(N2CCN(c3cc(C(=O)NCc4ccccc4F)c4ccccc4n3)CC2)cc1	-3	12	-10
COCc1noc(CC2CN(c3nnc(C(C)(C)C)o3)CCO2)n1 (stereo not given)	-7	.	-16
O=C(NCc1ccc(F)cc1)c1cc2cc([N+](=O)[O-])ccc2oc1=O	-4	-9	-6
Fc1ccc(CN2CCN(c3ncnc4c3cnn4-c3ccccc3)CC2)cc1	.	-3	-5
COc1ccc(N2CCN(CCc3c[nH]c4ccc(NC(=O)c5cc(C(F)(F)F)cc(C(F)(F)F)c5)cc34)CC2)cc1	-8	12	-13
CC1CN(C(=O)CCCSc2nnc(-c3ccc(Cl)cc3)n2-c2ccccc2)CCN1C(=O)C1C[C@H]1c1ccccc1 (stereo not given in full)	-6	.	-8
CS(=O)(=O)N1CCN(C(=O)c2ccc(OCC(=O)C3CC3)cc2)CC1	.	-2	-12
CCCc1c(C)nn(-c2ccc(C(=O)NCCc3ccccc3F)cc2)c1C	-3	-7	-3
CC(C)N(Cc1csc(COc2ccccc2)n1)C(=O)c1ccccc1F	-4	14	-4
CCCCc1ccc(-c2ccc(-n3cncc3C(=O)NCc3c(C)cc(Cl)cc3Cl)cc2)cc1	-6	8	0
CCCCNC(=O)N(CCOC)Cc1c(C)nn(-c2cccc(F)c2)c1N1CCN(CC)CC1	-5	0	-9
CCC1(O)CCCN(CCC(=O)Nc2ccc(OC)cc2C)C1 (stereo not given)	-11	0	-6
O=C(CN1C(=O)NC2(CCCc3ccccc32)C1=O)Nc1ccc(N2CCCC2=O)cc1 (stereo not given)	.	8	-4
Cc1c(C(=O)Nc2ccc(-n3cncn3)nc2)sc2ncn(C)c(=O)c12	.	5	-8
Cc1csc2ncc(C(=O)N(Cc3ccccc3)c3ccccn3)c(=O)n12	-3	-7	-1
O=C(CCc1nnc(CCc2c[nH]c3ccccc23)o1)NCCC1=CCCCC1	-6	3	-4
CC(Cl)C(=O)Nc1nnc(SCCCOc2ccccc2)s1 (stereo not given)	-3	18	-7
CC(C)Cc1cc(CNC(=O)c2scc3c2OCCO3)no1	.	-4	3
CCCn1cc(C(=O)N2Cc3cnn(CCO)c3C2)c(C)n1	-15	8	0
CCOC(=O)c1sc(N)c(C#N)c1Cn1cc(C(F)(F)F)cc(Cl)c1=O	-1	12	2
N#Cc1c2c(c(NCCN3CCOCC3)n3c1nc1ccccc13)CCCC2	.	2	-1
c1ccc(Cn2cnc3c(NC4CCCCC4)nccc32)cc1	-5	-6	-2
O=C1CC(c2nccs2)N(Cc2cnc[nH]2)CCN1 (stereo not given)	-1	.	3
CCC(=NNc1ccnc2cc(Cl)ccc12)c1ccccc1	-6	9	-7
O=C(NCc1ccco1)c1ccc2c(=O)n3c(nc2c1)CCCCCC3	.	1	-4
CCC(=O)N(Cc1nccn1Cc1ccc(F)c(F)c1)CC(C)C	-6	4	-5

An excerpt from above in order of molar mass, falling.
SMILES	mcGAS lum	NPYLR7 ag	hcGAS lum
CCC(=O)N(Cc1nccn1Cc1ccc(F)c(F)c1)CC(C)C	-6	4	-5
CCC(=NNc1ccnc2cc(Cl)ccc12)c1ccccc1	-6	9	-7
c1ccc(Cn2cnc3c(NC4CCCCC4)nccc32)cc1	-5	-6	-2

Following part
SMILES	mcGAS lum	NPYLR7 ag	hcGAS lum
COc1ccccc1C(=O)NCCn1cc(SCC(=O)N2CCc3ccccc32)c2ccccc21	.	0	2
COCC1CN(C)CC12CCN(C1CCOCC1)CC2 (stereo not given)	-6	.	-12
CCc1nc2sc3c(c2c2nncn12)CCC3	.	2	-4
Cc1nnc(NC(=O)/C=C/c2ccc(Cl)s2)s1	.	1	6
CN(CCc1ccccc1)C(=O)Nc1cnc(N(C)C)nc1	.	-24	-4
Cc1ccsc1C(=O)N1CCCC(CCC(=O)NCc2ccccc2Cl)C1 (stereo not given)	.	2	-3
CCC(c1n[nH]c(=S)n1CCN1CCOCC1)N(C)C (stereo not given)	.	0	-2
CCOC(=O)CCC(=O)N(Cc1ccc(OC)c(OS(C)(=O)=O)c1)C(C)C	-5	-2	-7
CC(C)CNS(=O)(=O)c1ccc(C(=O)OCC(=O)N2CCCC2)cc1	3	0	3
CSCC[C@@H](CO)NC(=O)c1cccc2ccnn12	-15	-3	-6
CSc1nc2nccc(-c3ccncc3)n2n1	.	-14	-1
Cc1cc(Br)ccc1NC(=O)c1cccn(OCc2ccccc2F)c1=O	-7	0	-4
CCN1CCCC1CNC(=O)CN(C)c1nnc(N2CCCC2=O)s1 (stereo not given)	-5	.	-6
Cn1c(=O)c2c(C(=O)O)cc(-c3cccnc3)nc2n(Cc2ccccc2)c1=O	.	1	-12
CCc1nc2n(n1)C(=O)C(C(c1cccc(OC)c1)N1CCN(c3ccccc3)CC1)S2 (stereo not given)	0	-4	-2
O=C(CN1C(=O)c2ccccc2C1=O)Nc1ccc(C2=CSC3=NCCCN23)cc1	.	-4	-6
Cc1noc(C)c1CN(C)C(C)C(=O)N1CCc2ccccc21 (stereo not given)	.	6	-2
COc1ccc(OC)c2c1CN(Cc1c(Cl)ccc3cccnc13)CC2O (stereo not given)	.	21	-10
CN1C(=O)CCN(C(=O)OCc2ccccc2)CC(O)c2ccccc21 (stereo not given)	-5	2	-3
CN1CCN(c2ncccc2CNC(=O)CN2CCc3ccccc3C2)CC1	-2	-5	0
O=C(C1CCCC1)N(Cc1ccc(F)cc1F)CC1CC(c2ccc(F)cc2)=NO1 (stereo not given)	2	-21	-2
O=C(C1=CCCCC1)N1CCCC(CO)(CCCc2ccccc2)C1 (stereo not given)	.	2	4
Cc1ccccc1Oc1ncccc1CNC(=O)C1CCCC1	.	0	-8
CCCCN(CC(=O)N(CCc1c[nH]c2ccccc12)Cc1ccc(F)cc1)C(=O)Nc1ccc(OC)cc1OC	-5	-3	-11
CC(C)(C)OC(=O)Nc1ccc(CCNC(=O)Cc2ccccc2F)cc1	.	7	-10
COc1ccc(-c2ccc(NC(=O)Nc3cccc(Cl)c3)cc2)nn1	-9	1	-8
Cn1c(=O)cc(O)c2ccccc21	.	1	-4
Cc1ccc(C)c(S(=O)(=O)N2CCCOC2CNC(=O)C(=O)NCCc2ccco2)c1 (stereo not given)	.	1	-3
Cc1nc(-c2cc(C(=O)N3CCC(CNC(=O)C(F)(F)F)CC3)no2)cs1	-3	-4	-2
Cc1cccc(Cc2c(C)nc(C)nc2N2CCN(S(=O)(=O)c3c(C)cc(C)cc3C)CC2)c1	-7	4	-4
Cc1cnc(C)c(N2C[C@@H]3[C@H](C2)[C@H]2CC[C@@H]3O2)n1	-16	3	-7
Cc1nnc(SCC(=O)N2CCCC(CCc3ccccc3C)C2)o1 (stereo not given)	.	1	-8
CC(=O)Nc1ccc(S(=O)(=O)N2CCC(NC(=O)c3cccc(S(C)(=O)=O)c3)CC2)cc1	.	4	-1
O=C(O)c1cccc(S(=O)(=O)N2CC=C(c3ccccc3)CC2)c1	-1	0	-3
C#CCOCC(O)CN(CCC(C)C)Cc1c(-c2ccccc2)noc1N(C)C(C)C (stereo not given)	-5	5	-1
CCCCCCCCCCCCCCCCCCNC(=O)OCC(COP(=O)(O)OCC[n+]1ccsc1)OC (stereo not given)	-5	0	-5
O=S(=O)(Cc1ccccc1)N1CCN(c2nc(Cc3ccccc3)nc3c2cnn3-c2cccc(Cl)c2)CC1	-4	32	-6
CCOC(=O)C1(Cc2ccc(OC)cc2)CCN(C(=O)c2csc(C)n2)CC1	-2	-4	0
CN(C)S(=O)(=O)c1cccc(NC(=O)c2cc(Cl)ccc2F)c1	.	4	-15
CCc1c(Cl)nc(C)nc1NCC1CN(C)CCN1C (stereo not given)	.	4	-7
CC(C)COCC(O)CN(Cc1cccn1C)CC1CCCO1 (stereo not given)	-5	44*	-4
CN(C)CCN(Cc1c(-c2ccccc2)noc1N1CCCC1)C(=O)c1cccc(C(F)(F)F)c1	-3	2	-4
O=S(=O)(NCCNc1nc(-c2cccs2)nc2cc(Cl)ccc12)c1ccccc1	-5	7	1
CC(O)(c1cccc(F)c1)c1nc(-c2csc3ccccc23)cs1 (stereo not given)	.	-3	-3
COc1ccc(Cc2nc3ccc(C(=O)N4CCN(c5cnccn5)CC4)cc3o2)cc1	.	5	-9
Cc1ccc(-c2ccnc(-c3ccnc4[nH]ccc34)n2)c(C)n1	-3	0	0
COc1cccc2c1OCCCN(c1nncc(-c3ccc(C)o3)n1)C2	.	1	4
Cn1cnc([N+](=O)[O-])c1NCC1(c2ccc3c(c2)OCCO3)CCCC1	.	-2	-3
Fc1ccc(-n2nnc3c(SCc4ccccn4)ncnc32)cc1	-6	3	-2
COCCCN(CC(=O)N(Cc1cccn1C)C1CC1)C(=O)c1cccc(C(F)(F)F)c1	-6	-12	-10

Next part:
SMILES	mcGAS lum	NPYLR7 ag	hcGAS lum
CCOC(=O)c1ccc(S(=O)(=O)N2CCN(CC(O)COc3ccc4ccccc4c3)CC2)cc1 (stereo not given)	.	4	-6
Cc1ccc(Nc2nc(Nc3cccc(Cl)c3)nc3nccnc23)cc1	.	1	-1
COc1ccccc1N1C(=O)C2C(c3ccccc3)C=CC(c3ccccc3)C2C1=O (stereo not given)	-5	4	-7
CCOC(=O)c1cc(-c2ccccc2)sc1NC(=O)c1ccccc1OCC	-7	-4	-6
CN(C)CCC(=O)C(Cc1ccccc1)c1ccccc1 (stereo not given)	.	0	-5
CN(Cc1ccc(C(=O)NC2CC2)cc1)S(=O)(=O)c1ccc(Cl)cc1C(F)(F)F	.	-4	-6
Cc1ccccc1-n1c(SCc2nc(C(=O)NC3CCN(Cc4ccccc4)CC3)cs2)nnc1-c1ccncc1	1	-5	2
CCc1csc(CNC(=O)c2cc(-c3cnn(C)c3C)on2)n1	-7	6	-3
O=C(CSc1nnc2sc3ccccc3n12)N1CCCCC1	-6	-1	-4
c1cc(-c2ccc(N3CCNCC3)nn2)cs1	.	15	-13
O=C(CC(c1cccc(O)c1)c1ccccc1Cl)N1CCCCO1 (stereo not given)	.	-3	-11
CCn1cc(CC(=O)NCC(C)(O)C2CCCC2)c2ccccc21 (stereo not given)	.	5	-4
Cc1cc2c(=O)n(Cc3ccco3)c(SCC(=O)NCc3ccccc3)nc2s1	-1	-3	-4
CCn1c(=NC(=O)c2ccccc2C)sc2ccccc21	-1	-6	0
CCOC(=O)C1CCCN(C(=O)c2nn(-c3ccc(C)cc3)c(=O)n(Cc3cccnc3)c2=O)C1 (stereo not given)	-5	.	-6
O=C(NCCc1cnn(-c2ccccc2)c1)C1CC(Cc2ccccc2Cl)=NO1 (stereo not given)	-11	13	-7
COc1ccc(C(=O)Nc2ccc(Nc3ccc(-n4nc(C)c(C)c4C)nn3)cc2)cc1	-9	-3	-6

Compounds above that have an aryl thioether with sulfur outside any ring:
SMILES	mcGAS lum	NPYLR7 ag	hcGAS lum
NC(=O)CSc1nc(=O)n(CC2CCCO2)c2c1CCCC2 (stereo not given)	-8	-3	-10
CCOc1ccccc1N1CCN(C(=O)c2csc(CSc3nnc(Cc4ccccc4)n3-c3cccc(C(F)(F)F)c3)n2)CC1	0	0	1
COc1ccc(-c2cc3c(=O)[nH]nc(SCc4ccc(N5CCCC5=O)cc4)n3n2)cc1OC	-7	-3	-5
CC1CN(C(=O)CCCSc2nnc(-c3ccc(Cl)cc3)n2-c2ccccc2)CCN1C(=O)C1C[C@H]1c1ccccc1 (stereo not given in full)	-6	.	-8
CC(Cl)C(=O)Nc1nnc(SCCCOc2ccccc2)s1 (stereo not given)	-3	18	-7
COc1ccccc1C(=O)NCCn1cc(SCC(=O)N2CCc3ccccc32)c2ccccc21	.	0	2
CSc1nc2nccc(-c3ccncc3)n2n1	.	-14	-1
Cc1nnc(SCC(=O)N2CCCC(CCc3ccccc3C)C2)o1 (stereo not given)	.	1	-8
Fc1ccc(-n2nnc3c(SCc4ccccn4)ncnc32)cc1	-6	3	-2
Cc1ccccc1-n1c(SCc2nc(C(=O)NC3CCN(Cc4ccccc4)CC3)cs2)nnc1-c1ccncc1	1	-5	2
O=C(CSc1nnc2sc3ccccc3n12)N1CCCCC1	-6	-1	-4
Cc1cc2c(=O)n(Cc3ccco3)c(SCC(=O)NCc3ccccc3)nc2s1	-1	-3	-4

Screening data as filed in PubChem.
